Bioassay records as filed in PubChem BioAssay.
TRb-SRC2 inh: qHTS for Inhibitors of the Interaction of Thyroid Hormone Receptor and Steroid Receptor Coregulator 2; hit rate 0.065% among 280,000; Potency, µM (top dose mostly 106 µM), for inactives: at the highest dose activity change, negative = inhibition, actives largely listed as inhibitors; TRbeta-SRC2 peptide binding, fluorescence polarization; receptor liganded with 1 µM T3;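 further: plate controls were bound peptide for no effect and peptide without receptor for full effect; nearly all actives have a fitted effect of over 50% in size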
Target sequence (P10828 whole entry, looked up): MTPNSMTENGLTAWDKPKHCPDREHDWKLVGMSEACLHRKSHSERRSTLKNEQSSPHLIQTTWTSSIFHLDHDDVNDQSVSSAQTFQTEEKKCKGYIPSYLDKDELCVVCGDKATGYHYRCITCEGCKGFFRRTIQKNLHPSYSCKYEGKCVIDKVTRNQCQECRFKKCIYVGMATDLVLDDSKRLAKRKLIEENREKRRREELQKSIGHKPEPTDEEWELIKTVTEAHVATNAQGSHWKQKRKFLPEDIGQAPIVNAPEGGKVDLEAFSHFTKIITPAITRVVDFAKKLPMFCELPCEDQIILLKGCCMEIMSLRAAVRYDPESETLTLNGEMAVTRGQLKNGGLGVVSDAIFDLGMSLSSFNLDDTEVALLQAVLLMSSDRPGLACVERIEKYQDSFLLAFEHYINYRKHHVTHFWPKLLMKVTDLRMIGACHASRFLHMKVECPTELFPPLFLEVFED
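Polarization signal, normalized between peptide-alone and full complex controls, measured compound effects on T3-liganded human TRb LBD (0.6 uM) binding 20 nM Texas Red SRC2 peptide after 5 hr.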
L3MBTL1 block: qHTS Assay for the Inhibitors of L3MBTL1; AID 485360, 2010; AlphaScreen L3MBTL1–H3K9me1 peptide binding; Lethal(3)malignant brain tumor-like protein 1 (Homo sapiens), Q9Y468; Potency, µM (doses to about 57.1 µM), inactives show at the highest dose activity, negative = inhibition, actives largely listed as inhibitors; hit rate 0.66% among 230,000; further: nearly all actives have a fitted effect of over 60% in size
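AlphaScreen proximity signal between nickel-chelate acceptor and streptavidin donor beads (final 10 ug/mL) reports binding of 50 nM L3MBTL1 to 75 nM biotin-H3 K9me1 peptide; complex incubated with compounds 30 min at room temperature; cefsulodin titration as control.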
TexasRed fluor: Total Fluorescence Counterscreen for Inhibitors of the Interaction of Thyroid Hormone Receptor and Steroid Receptor Coregulator 2 | TRb/SRC2 Texas Red total fluorescence interference | hit rate 0.29% among 280,000 | Potency, µM (doses to about 106 µM), for inactives: at the highest dose fluorescence change, negative = quenching; active means well fitted curve in either direction with a large enough effect; inconclusive means small, poorly fitted or top-dose-only effect
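Human TRβ ligand-binding domain (0.6 uM) and Texas Red SRC2 peptide (20 nM) in Tris buffer with 1 uM T3 and 5% DMSO were incubated with pinned compound for 5 hr at ambient temperature. Total fluorescence was computed as S + 2P (555/632 nm).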
GAA spleen mod: qHTS Assay for Inhibitors and Activators of Human alpha-Glucosidase From Spleen Homogenate; Lysosomal alpha-glucosidase (Homo sapiens), P10253; AID 2112, 2009; human spleen homogenate, 4-MU-alpha-glucoside fluorescence; Potency, µM (top dose mostly 79.9 µM), without a hit: at the top dose activity change, negative = inhibition, actives largely listed as inhibitors; hit rate 0.006% among 240,000;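 further: 0% = enzyme with vehicle and -100% = no enzyme basal signal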
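Compounds were titrated against alpha-glucosidase in spleen homogenate at pH 5.0, with 1 mM 4-methylumbelliferyl substrate for 40 min at 37 C. Reactions were quenched with pH 10 NaOH/glycine and fluorescence measured.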
GoLoco inh red: qHTS Assay for Inhibitors of RGS12 GoLoco Motif Activity (Red Fluorophore); Guanine nucleotide-binding protein G(i) subunit alpha-1 (Homo sapiens), P63096; Gai1:RGS12 GoLoco peptide FP, rhodamine, 10 min; Potency, µM (doses to about 61.6 µM), without a hit: top-dose activity, negative = inhibition, hits mostly inhibitors; hit rate 0.44% among 230,000; active means well fitted inhibition curve with a large enough effect, not every such curve was filed as active; inactive means no such curve, though single readings can be large or run the other way; further: nearly all actives have a fitted effect of over 30% in size; many of its hits are not listed in these tables
RECQ1 helicase: qHTS Assay for Inhibitors of RecQ-Like Dna Helicase 1 (RECQ1); Potency, µM (doses to about 57.3 µM), inactives show at the highest dose activity, negative = inhibition, hits mostly inhibitors; RECQ1 DNA unwinding, red fluorescence kinetic read; ATP-dependent DNA helicase Q1 (Homo sapiens), P46063; hit rate 0.54% among 240,000;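 further: plate controls were vehicle for no effect and no enzyme for full effect; nearly all actives have a fitted effect of over 30% in size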
Target sequence (P46063 whole entry, looked up): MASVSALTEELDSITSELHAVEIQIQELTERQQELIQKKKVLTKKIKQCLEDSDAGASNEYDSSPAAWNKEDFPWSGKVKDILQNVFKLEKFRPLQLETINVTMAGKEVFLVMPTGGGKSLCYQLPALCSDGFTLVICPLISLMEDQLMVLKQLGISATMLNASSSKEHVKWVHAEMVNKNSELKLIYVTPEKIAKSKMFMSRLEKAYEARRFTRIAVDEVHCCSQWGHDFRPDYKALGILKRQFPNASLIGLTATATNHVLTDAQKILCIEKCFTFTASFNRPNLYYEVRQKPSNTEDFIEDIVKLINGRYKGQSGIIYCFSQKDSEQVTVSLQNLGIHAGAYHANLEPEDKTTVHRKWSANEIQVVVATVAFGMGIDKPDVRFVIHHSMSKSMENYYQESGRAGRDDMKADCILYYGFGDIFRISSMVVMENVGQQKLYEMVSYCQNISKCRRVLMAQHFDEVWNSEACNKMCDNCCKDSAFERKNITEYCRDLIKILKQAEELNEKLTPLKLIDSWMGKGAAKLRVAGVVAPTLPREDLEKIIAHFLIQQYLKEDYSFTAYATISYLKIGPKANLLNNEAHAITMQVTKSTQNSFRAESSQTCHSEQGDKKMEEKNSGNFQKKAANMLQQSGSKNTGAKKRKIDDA
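50 nM RECQ1T1 preincubated 15 min with compound in Tris pH 8.0 buffer with MgCl2, DTT, Tween-20 and 2.5 ug/ml poly(dI-dC); started with 200 nM TAMRA/BHQ-2 forked duplex and 2 mM ATP. Unwinding read as fluorescence (525/598 nm), two reads 2 h apart.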
GAA glycogen mod: qHTS Assay for Inhibitors and Activators of Human alpha-Glucosidase Cleavage of Glycogen. Lysosomal alpha-glucosidase (Homo sapiens), P10253. recombinant GAA, glycogen substrate, Amplex Red glucose oxidase fluorescence. Potency, µM (highest dose often 76.4 µM), for the others: top-dose activity change, negative = inhibition, usual class: inhibitors. hit rate 0.38% among 300,000. AID 2100, 2009;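 further: 0% = full enzyme reaction and -100% = no-enzyme basal signal; the screen sought inhibitors and activators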
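qHTS, 1536-well; enzyme 4 nM final; cpd up to 77 uM; substrate bovine liver glycogen 30 ug; 50 mM citrate/phosphate pH 5.0, 0.01% Tween-20; 37 C, 40 min; Amplex Red detection 45 min RT; Hill fit → AC50.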
GAA inhib: qHTS Assay for Inhibitors of Human alpha-Glucosidase as a Potential Chaperone Treatment of Pompe Disease. AID 1466, 2008. Lysosomal alpha-glucosidase (Homo sapiens), P10253. Potency, µM (doses to about 76.9 µM), for inactives: top-dose activity change, negative = inhibition, most hits filed as inhibitors. purified human GAA, 4-MU-alpha-glucoside fluorescence. hit rate 0.005% among 200,000;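 further: plate controls were uninhibited enzyme wells for no effect and no-enzyme background for full effect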
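qHTS format, compound range up to 77 uM. Human lysosomal enzyme at 4 nM, 400 uM 4-MU glucoside substrate, pH 5.0, 20 min room temperature; fluorescence after alkaline stop gives activity normalized to controls.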
The depositor's hits bear a star; i = inactive; u = inconclusive; x = no result given; [ ] = dose if it differs, or a comment. Unless noted, the call rests on the fitted dose curve; in most records, active means well fitted curve in the direction sought with a large enough effect; inconclusive means small, poorly fitted or top-dose-only effect, or another doubt; inactive means no such curve, though single readings can be large; an effect the other way counts as inactive or inconclusive. Unless noted, on the % scale 0 is the no-effect control and ±100 the full control effect; potency means the concentration at half of the fitted maximal effect. Some of the compounds tested. The share of hits here may be higher or lower than overall.

canonical_smiles	TRb-SRC2 inh	L3MBTL1 block	TexasRed fluor	GAA spleen mod	GoLoco inh red	RECQ1 helicase	GAA glycogen mod	GAA inhib
O=C1CCCC(c2ccccc2)N1 (stereo not drawn)	6%	4%	2%	2%	-7%	-16%	-19%	-1%
CCOC(=O)C1CCCN(CC(=O)Nc2cc(C)cc(C)c2)C1 (stereo not drawn)	-1%	19%	-1%	3%	-17%	-12%	-9%	4%
O=[N+]([O-])c1ccc(Cl)c(-c2ccc(/C=N/c3c(-c4ccco4)nc4ccccn34)o2)c1	0%	-15%	3%	1%	33%[activator]	-4%	3%	2%
CC(Oc1ccc(-c2ccccc2)c(F)c1)c1ccn(S(=O)(=O)c2cccc3ccccc23)n1 (stereo not drawn)	5%	13%	3%	-7%	-3%	-11%	-6%	1%
O=C(NCC1CCCO1)c1ccccc1 (stereo not drawn)	-23%	x	1%	5%	3%	i	0%	10%
Cc1cc(C)nc(SCc2nnc(SCC(=O)Nc3ncc(C)s3)n2Cc2ccco2)n1	-9%	-3%	0%	-4%	-5%	-5%	-5%	3%
N#Cc1ccsc1NC(=O)COC(=O)c1ccc(NC(N)=O)cc1	3%	-4%	-2%	0%	86%[activator]	26%	-2%	u
Cc1occc1-c1nnc(SCCCC(=O)c2ccc(F)cc2)n1C	1%	-4%	-3%	1%	0%	-13%	6%	6%
COc1ccc(C(=O)OC(C)CN2CCOCC2)cc1OC (stereo not drawn)	-3%	-1%	-5%	0%	-3%	-6%	0%	3%
Cc1[nH]nc(SCC(=O)N2CCCC2)c1[N+](=O)[O-]	2%	x	-3%	-6%	3%	-18%	0%	-2%
CCC(=O)Nc1cc2[nH]c(=O)cc(C)c2cc1C	3%	-6%	-2%	10%	2%	10%	-16%	15%
CCCc1nc2sc3c(c2c(=O)n1NC(=O)c1ccco1)CC(C)(C)OC3	4%	1%	-1%	-8%	2%	-3%	-7%	2%
COC(=O)c1nn(-c2ccc(-c3ccccc3)cc2)cc1O	-2%	-1%	-6%	-5%	12%	-2%	6%	-4%
O=C(OCC(=O)N1CCc2ccccc21)c1cncc(Br)c1	-8%	20%	-3%	-1%	18%	-7%	-3%	1%
Nc1cccc(C(=O)N/N=C/c2ccsc2)c1	-5%	x	-9%	2%	-3%	-9%	2%	-5%
COc1cc([N+](=O)[O-])cc2cc(C(=O)N3CCN=C3c3ccccc3)c(=O)oc12	5%	x	-7%	1%	-4%	i	2%	5%
O=C(COC(=O)CCS(=O)(=O)c1ccc(Cl)cc1)NCCc1ccc(Cl)cc1Cl	3%	-13%	-2%	9%	1%	5%	-1%	2%
O=C(Cc1cccs1)Nc1nnc(Cc2ccc(F)cc2)s1	6%	x	-1%	-4%	-1%	-6%	-11%	-2%
O=C(Nc1ccc2c(c1)OCO2)C1CCCCN1S(=O)(=O)c1ccc(F)cc1 (stereo not drawn)	-12%	-11%	-2%	-5%	11%	-17%	6%	6%
CC(=O)Nc1cc(C(=O)N2CCN(C)CC2)ccc1S(=O)(=O)c1ccc(C)cc1	7%	x	-1%	-2%	2%	0%	10%	-10%

(further entries)
canonical_smiles	TRb-SRC2 inh	L3MBTL1 block	TexasRed fluor	GAA spleen mod	GoLoco inh red	RECQ1 helicase	GAA glycogen mod	GAA inhib
CO/N=C(\C(=O)O)c1csc(NN=C(C)C)n1	6%	-6%	-7%	-8%	-3%	-3%	u	5%
COc1cc(NC(=S)NCc2cccnc2)cc(OC)c1OC	-7%	2%	-3%	-6%	-1%	-2%	3%	u
CCCSc1nnc(Nc2ccccc2C)s1	-7%	-2%	-4%	-3%	3%	i	u	7%
Fc1ccc(C2CCCN2Cc2nc(CC3CC3)no2)cc1 (stereo not drawn)	6%	10%	-2%	4%	7%	-9%	-2%	12%
O=C(NC(=S)Nc1nc2c(ccc3ccccc32)s1)c1cccs1	-3%	-2%	1%	-6%	8%	-6%	9%	0%
Cc1cc(C(=O)NCCC(C)C)c2ccccc2n1	1%	9%	-4%	-6%	8%	-7%	3%	x
CO/N=C(\CCC(=O)O)c1cccs1	-3%	4%	-5%	5%	6%	-9%	1%	x
O=C(c1cc2ccccc2oc1=O)N(Cc1ccccc1)Cc1ccc2c(c1)OCO2	3%	-14%	-6%	-2%	-1%	3%	-2%	-5%
O=C(CSc1c(Cl)cccc1Cl)NC1CCCc2ccccc21 (stereo not drawn)	-8%	-2%	-2%	-2%	6%	-9%	21%	0%
COC(=O)Nc1nc(Sc2ncc(C(F)(F)F)cc2Cl)n[nH]1	-6%	5%	-5%	2%	7%	i	-9%	0%
Cc1cc(C)nc(N(C#N)CC(=O)c2ccccc2)n1	9%	x	2%	-2%	9%	9%	0%	-1%
O=C(CCNc1n[nH]c(=O)[nH]c1=O)N/N=C/c1ccccc1Br	4%	2%	-1%	4%	4%	-10%	-4%	-4%
CC(=O)N1CCN(C(=S)NCCc2ccccc2)CC1	6%	14%	-1%	-6%	-3%	-5%	12%	-7%
Nc1nnc(CC(=O)N/N=C/c2cccc(OCCOc3ccccc3)c2)s1	-5%	-1%	-1%	-4%	4%	-2%	3%	2%
CC(=O)OCC(=O)[C@@]1(O)CCC2C3CCC4=CC(=O)CC[C@]4(C)C3C(O)C[C@]21C (stereo partly drawn)	8%	x	-1%	-4%	1%	7%	x	x
CCOc1ccc(CSC(CC(=O)O)C(=O)O)cc1 (stereo not drawn)	-5%	0%	5%	0%	0%	i	6%	-8%
COc1cc(-c2cc(=O)c3c(O)c(OC)c(OC)cc3o2)cc(OC)c1O	4%	x	-9%	-7%	4%	u	-25%	x
COCCN(CCOC)c1cc(C)c(C#N)c2nc3ccccc3n12	-5%	1%[11.4 µM]	-6%	-4%	13%	3%	6%	u
COc1ccc(NC(=S)N(CCCN2CCOCC2)C(C)c2cc3ccccc3o2)cc1 (stereo not drawn)	-7%	x	-2%	-6%	-3%	-3%	-5%	1%
CCc1ccc(NC(=O)C2(c3ccccc3)CC2(Cl)Cl)cc1 (stereo not drawn)	3%	15%	3%	-10%	-4%	-1%	-7%	-7%

Additional compounds follow:
canonical_smiles	TRb-SRC2 inh	L3MBTL1 block	TexasRed fluor	GAA spleen mod	GoLoco inh red	RECQ1 helicase	GAA glycogen mod	GAA inhib
OC(COc1ccc2ccccc2c1)CN1CCOCC1 (stereo not drawn)	-6%	2%	-5%	-13%	1%	-5%	-1%	5%
Nc1nnc(SCc2nnc(-c3ccccc3)o2)s1	-4%	3%	-1%	4%	5%	18%	6%	5%
COc1cccc(NC(=O)CN(C)CC(=O)Nc2ccc(Cl)cc2[N+](=O)[O-])c1	2%	-10%	-1%	x	1%	-3%	0%	-11%
Cc1cc(C)nc(N2CCN(c3ncnc4c3cnn4Cc3ccc(Cl)cc3Cl)CC2)n1	1%	1%	-4%	-4%	0%	-4%	5%	-8%
O=C(CN1CCN(c2ccccc2F)CC1)c1c[nH]c2ccccc12	-10%	7%	-4%	-4%	-2%	-5%	7%	-1%
N/C(Cc1ccc([N+](=O)[O-])cc1)=N\OC(=O)c1ccc(Br)cc1	4%	-14%	-2%	1%	-10%	-6%	-2%	-24%
Cc1ccc(C(=O)Nc2ccccc2Sc2ccccc2)cc1	-1%	64%[activator]	0%	2%	7%	-20%	-2%	-1%
Cc1nc2c(Br)c(C)nn2c2c1CCC2	3%	33%[activator]	1%	-3%	2%	-5%	-6%	8%
CC(C)n1nnnc1C(c1ccc(F)cc1)N1CCN(C2CCCC2)CC1 (stereo not drawn)	1%	3%	1%	1%	8%	i	8%	0%
CS(=O)(=O)c1ccccc1C(=O)Nc1nc2ccccc2[nH]1	-1%	3%	-6%	-1%	4%	i	4%	x
CCOc1ccc(/C(O)=C2\C(=O)C(=O)N(c3cc(C)on3)C2c2ccccc2OC)cc1 (stereo not drawn)	6%	23%	0%	6%	-10%	5%	-2%	3%
COc1ccccc1C(=O)COC(=O)c1ccccc1O	-5%	53%[activator]	1%	-2%	3%	-22%	-1%	-4%
CN(C)S(=O)(=O)c1cccc(NC(=O)COC(=O)c2cc3ccccc3oc2=O)c1	6%	1%	-1%	6%	7%	-1%	0%	x
COc1cnn(-c2ccc(F)cc2)c(=O)c1Br	-11%	u	-1%	x	2%	3%	2%	-4%
COc1ccc(OC)c(CNC(=O)CCc2nc(-c3cccs3)no2)c1	0%	3%	0%	0%	-1%	4%	-9%	7%
COCC(=O)N1CCc2nc(COc3ccccc3)c3c(c2C1)CO[C@@H](C)C3	5%[11.2 µM]	x	-17%[11.2 µM]	-2%[17.4 µM]	6%[14.2 µM]	i[11.5 µM]	x	x
COc1ccc(CCNC(=O)c2n[nH]c3ccccc23)cc1	-13%	6%	0%	-17%	6%	-2%	-7%	-2%
Cc1cc(OCC(=O)NCc2ccccn2)cc(C)c1Br	-4%	6%	2%	-1%	-7%	i	-2%	2%
O=C(NCCCN1CCCCC1)c1ccc2c(c1)NC(=O)C(N1CCOCC1)S2 (stereo not drawn)	2%	3%	-2%	11%	7%	-2%	-10%	-6%

Part of the list above in order of formula weight, rising.
canonical_smiles	TRb-SRC2 inh	L3MBTL1 block	TexasRed fluor	GAA spleen mod	GoLoco inh red	RECQ1 helicase	GAA glycogen mod	GAA inhib
COc1ccc(CCNC(=O)c2n[nH]c3ccccc23)cc1	-13%	6%	0%	-17%	6%	-2%	-7%	-2%
Cc1cc(OCC(=O)NCc2ccccn2)cc(C)c1Br	-4%	6%	2%	-1%	-7%	i	-2%	2%
CN(C)S(=O)(=O)c1cccc(NC(=O)COC(=O)c2cc3ccccc3oc2=O)c1	6%	1%	-1%	6%	7%	-1%	0%	x
